# High-throughput results (PubChem)
# HDAC3 inh: human HDAC3 inhibition; inhibition, % at 8.3 µM; AID 2718; recombinant HDAC3, fluorogenic peptide/trypsin coupled, fluorescence; 0.15% of 320,000 active; in the data active = inhibition above about 26%, passing the limit was not always enough
# Target sequence (O15379 whole entry, looked up): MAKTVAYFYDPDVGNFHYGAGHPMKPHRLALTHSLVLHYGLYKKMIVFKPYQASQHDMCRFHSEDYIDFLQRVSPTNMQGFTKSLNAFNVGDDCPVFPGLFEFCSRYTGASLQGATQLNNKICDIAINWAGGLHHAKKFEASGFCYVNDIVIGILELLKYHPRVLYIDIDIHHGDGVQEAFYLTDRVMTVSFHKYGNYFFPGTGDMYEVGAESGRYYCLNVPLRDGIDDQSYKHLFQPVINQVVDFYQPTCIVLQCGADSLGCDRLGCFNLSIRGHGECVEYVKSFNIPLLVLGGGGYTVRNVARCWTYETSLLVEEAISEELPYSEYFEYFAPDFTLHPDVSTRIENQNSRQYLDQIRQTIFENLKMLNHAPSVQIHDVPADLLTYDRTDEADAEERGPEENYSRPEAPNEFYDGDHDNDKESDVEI
# HSP90 inh: inhibitors of HSP90 luciferase refolding in rabbit reticulocyte lysate. luciferase refolding luminescence, 3 h. 0.91% of 290,000 active. inhibition, % at 5.6 µM;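 active = inhibition above the screen-wide mean plus 3 SD, computed separately per campaign, cut at about 16% in these data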;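 note: 0% = DMSO wells and 100% = 60 µM geldanamycin wells; inhibitors lower the luminescence because luciferase stays unfolded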
# Platelet DG rel: modulates dense granule release in human platelets | 0.22% of 300,000 active | inhibition, %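 (compounds screened at 7.5 µM in platelet-rich plasma)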 | AID 1663 | human platelet-rich plasma, SFLLRN dense granule ATP release, luminescence;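 active = mean replicate score, as percent of positive control, at or above 50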
# IEC-6 cytotox: kills IEC-6 intestinal cells in KLF5 counter-screen. IEC-6 cytotoxicity, luminescence viability. inhibition, % at 5 µM. 0.78% of 290,000 active. AID 1825; in the data active = inhibition above about 22%;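 note: 0% = plate median of test compound wells and 100% = cytotoxic reference compound wells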
# AI-2 QS mod: modulators of Vibrio harveyi AI-2 quorum sensing system; Vibrio harveyi JMH597 AI-2 luminescence/OD600 ratio, 9 h; hits give low values; strain lacks LuxN and CqsS sensors; 0 = neutral-control median; 0.4% of 300,000 active; activity change, % at 7.5 µM; in the data active = activity change below about -75%, passing the limit was not always enough;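 note: luminescence divided by OD600 gain over 9 h not by final OD600 alone; inactives centre near 13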
# aSyn 5UTR inh: MLPCN primary screen, SNCA 5' untranslated region | 0.82% of 300,000 active | alpha-synuclein 5'UTR reporter, inhibitor activity | inhibition, % (tested at 7.5 µM); in the data active = inhibition above about 60%;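 note: H4 neuroglioblastoma cells stably carrying SNCA 5'UTR luciferase fusion; 0% = DMSO wells and 100% = positive control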
# HSF-1 act: increases HSF-1 driven luciferase reporter signal | NIH3T3-HGL HSF-1 luciferase reporter, MG132, 8 h; 100% = twice DMSO control signal | activation, % at 9 µM | 1.7% of 300,000 active | AID 504408;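 active = mean replicate activation of at least 50% with a set share of replicates each reaching 50%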;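 note: 0% = median of the neutral control wells and 100% = twice that signal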
# KLF5 inhibitor: kruppel-like factor 5 inhibition | DLD-1 KLF5 promoter-luciferase reporter, luminescence | inhibition, % at 5 µM | 0.23% of 290,000 active | AID 1700;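 active = inhibition above a per-plate limit of that plate's mean compound inhibition plus 3 SD, cut at about 60% in these data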;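 note: 0% = DMSO wells and 100% = LY294002 at 200 µM; higher means less KLF5 promoter-driven luciferase light; inactives centre near -14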
# HSF1 inhib: HSF1 inhibition. NIH3T3-HGL HSE-luciferase, MG132-induced, luminescence 8 h; hits give low values. activity change, negative = inhibition, % at 7.5 µM (by protocol). 0.77% of 300,000 active. AID 2098;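 active = more than half of replicate wells show activity change below -50%, luminescence cut by over half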;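 note: luciferase reports HSF-1 transcriptional activity via heat shock element; 0% = median of DMSO wells and -100% = zero luminescence signal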
# HIF activator: HIF pathway transcriptional activation | U2OS HRE-luciferase reporter, luminescence; normalized: DMSO 0%, desferrioxamine 100% | activation, % at 7.5 µM (by protocol) | 0.32% of 300,000 active | AID 1910;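 active = mean activation of at least 10% of the iron chelator positive control signal, with at least half of replicates also reaching 10%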
# * = called active by the depositor; . = no result given.
# The first four records, to show the layout:
SMILES,HDAC3 inh,HSP90 inh,Platelet DG rel,IEC-6 cytotox,AI-2 QS mod,aSyn 5UTR inh,HSF-1 act,KLF5 inhibitor,HSF1 inhib,HIF activator
Cc1nn(-c2ccccc2)c2c1C(c1ccc([N+](=O)[O-])cc1)N1C(=N2)C(=O)Nc2ccccc21 (centres undefined),6.4,0.8,7.7,2.0,16.8,9.7,10.4,-1.4,-2.5,-0.5
CN(Cc1ccco1)C(=O)c1ccc(N2CCCC2=O)cc1,-4.8,4.8,-3.1,-7.2,23.1,-1.4,7.3,-52.8,-7.4,-0.8
Cc1ccc(NCC(=O)c2ccc([N+](=O)[O-])cc2)cc1,2.8,-0.5,13.9,-5.2,18.9,-114.8,31.5,-62.3,7.3,3.5
O=C(NC(C(=O)c1ccccc1)n1cnccc1=O)c1ccccc1 (centres undefined),0.2,6.8,-3.3,-0.5,8.6,-55.1,10.3,-23.9,-2.6,0.2

# The list itself, from the first entry:
SMILES,HDAC3 inh,HSP90 inh,Platelet DG rel,IEC-6 cytotox,AI-2 QS mod,aSyn 5UTR inh,HSF-1 act,KLF5 inhibitor,HSF1 inhib,HIF activator
Cc1nn(-c2ccccc2)c2c1C(c1ccc([N+](=O)[O-])cc1)N1C(=N2)C(=O)Nc2ccccc21 (centres undefined),6.4,0.8,7.7,2.0,16.8,9.7,10.4,-1.4,-2.5,-0.5
CN(Cc1ccco1)C(=O)c1ccc(N2CCCC2=O)cc1,-4.8,4.8,-3.1,-7.2,23.1,-1.4,7.3,-52.8,-7.4,-0.8
Cc1ccc(NCC(=O)c2ccc([N+](=O)[O-])cc2)cc1,2.8,-0.5,13.9,-5.2,18.9,-114.8,31.5,-62.3,7.3,3.5
O=C(NC(C(=O)c1ccccc1)n1cnccc1=O)c1ccccc1 (centres undefined),0.2,6.8,-3.3,-0.5,8.6,-55.1,10.3,-23.9,-2.6,0.2
CC(Oc1ccccc1)C(=O)Nc1c2c(nn1-c1ccccc1)CS(=O)C2 (centres undefined),0.3,-3.9,-0.1,-3.1,12.2,10.3,-2.3,-9.6,-4.3,-0.2
O=C(/C=C/c1ccccc1Cl)N(Cc1cccs1)C1CCS(=O)(=O)C1 (centres undefined),3.3,1.5,-3.1,-4.6,1.8,-3.7,-15.4,-12.0,-1.5,0.1
Cc1ccc(C(CC(=O)N2CCCCC2)c2ccccc2)c(O)c1C (centres undefined),2.8,-5.9,6.1,-1.3,-7.9,-0.4,21.5,-31.2,21.5,-0.1
CC1CCN(c2ccc(C(=O)NCc3cccs3)cn2)CC1,0.9,2.1,-4.9,-4.5,25.3,-105.9,51.9*,-17.3,38.5,2.9
Cc1ccc(NC(=O)CN(C)C(=O)COc2cc(F)ccc2[N+](=O)[O-])cc1,-1.6,0.7,0.6,-10.2,23.1,-8.0,-14.0,-15.8,-6.0,-0.3
O=C(Nc1ccc(F)c(F)c1)NC1CCCCC1,3.1,-0.3,2.0,-0.5,6.5,-86.2,41.5,-95.0,23.5,1.5
O=C(Cn1cnc2cc([N+](=O)[O-])ccc2c1=O)NC1CCS(=O)(=O)C1 (centres undefined),0.7,2.0,3.8,-0.9,5.8,16.2,6.9,16.4,-15.3,-0.5
CCCCNC(=O)N1CCN(c2ccccc2OCC)CC1,-5.5,-0.5,8.6,-0.5,2.9,-5.8,-7.8,-22.2,1.0,-0.8
O=C1c2ccccc2C(=O)N1CCCC(=O)N1CCCc2ccccc21,2.9,-4.1,0.8,-1.7,-2.0,-13.1,44.3,-15.2,6.2,1.0
COc1ccc(C(=O)NNC(=O)COc2ccc(Cl)cc2C)cc1S(=O)(=O)N1CCOCC1,1.1,.,-2.0,.,41.3,11.6,-0.9,.,-1.5,0.1
C/C=C(\C)C(=O)NCCN1C2=NC[C@H](Cc3ccc(O)cc3)N2C[C@H]1Cc1ccc(O)cc1,0.8,8.5,-1.6,3.2,23.4,-6.4,20.1,8.8,-3.6,0.0
CCCC(=O)Nc1cccc(C(=O)Nc2nccs2)c1,5.8,-2.8,0.2,-4.3,38.2,-11.1,-1.2,-9.2,0.6,-0.2
CC(C)CCNC(=O)CCn1c(=S)oc2ccccc21,4.9,3.6,-0.1,-0.9,12.5,17.3,6.4,-16.3,-1.3,-0.2
CC(=O)C1=C(c2ccccc2)NC(=O)NC1c1ccccc1OCC(=O)Nc1ccccc1 (centres undefined),-1.4,2.2,-7.9,2.8,12.0,-1.2,5.0,-1.3,8.5,-0.1
CCn1ncc(-c2cc(C(=O)O)no2)c1C,47.2*,-0.6,-6.0,-5.0,4.9,-18.7,-9.9,-21.1,-8.8,0.2
COC(=O)c1ccc(COc2ccc(-c3nnn(CC(N)=O)n3)cc2)cc1,0.4,-6.5,0.6,5.1,13.2,-18.0,22.8,-13.4,14.8,-0.4
O=C(NCc1ccc(Cl)cc1)C(=O)NCC1OCCN1S(=O)(=O)c1cccs1 (centres undefined),-1.3,-3.2,-1.4,-3.0,32.2,11.4,2.0,17.3,-0.6,-0.5
O=C(Cc1ccccc1)NCCSCc1ccccc1,-1.4,-4.1,-2.7,-0.7,18.1,-32.1,19.1,-6.6,8.5,0.5
Oc1ccccc1-c1nc(N2CCCC2)c2ccccc2n1,-0.3,5.0,-0.7,8.1,12.3,5.2,-2.1,-17.3,-4.9,-0.3
Cc1noc(C)c1CCC(=O)N1CCCC(CCC(=O)NCc2ccc(F)c(F)c2)C1 (centres undefined),-0.9,-1.6,-2.7,2.0,31.3,-18.3,24.6,-6.3,0.9,0.1
O=C(COC(=O)c1n[nH]c(=O)c2ccccc12)c1ccccc1,-17.6,-3.1,44.2,2.2,9.1,-12.0,11.6,-23.4,-1.8,-0.4
COc1ccc(N2CCC(CNC(=S)Nc3cccc(C)c3)C2)cc1 (centres undefined),-2.6,1.1,-7.4,-0.2,23.0,21.5,-3.0,-42.8,-8.8,0.0
CCOC(=O)N1CCC(NC(=O)CS(=O)(=O)Cc2nc(-c3ccccc3C)oc2C)CC1,-5.1,-2.6,-49.5,-4.7,25.1,-3.1,43.9,-8.1,16.4,0.1
CC(=O)C(Sc1nn(C)c(=S)s1)C(=O)Nc1ccccc1 (centres undefined),2.3,3.5,-0.6,4.0,23.1,-99.2,22.5,-3.6,17.7,5.6
Cc1cc(C)c(COc2ccc(/C=N/n3c(C)n[nH]c3=S)cc2)c(C)c1,10.5,-4.3,16.3,-0.1,18.2,3.0,11.2,-3.6,-1.4,0.7
COc1ccc2oc(=O)c(C(=O)Nc3ccccc3O)cc2c1,1.2,4.8,12.2,-4.9,16.2,-3.4,6.5,-69.7,9.5,-0.4
CCCCC(=O)Nc1ccc(C(=O)NCCc2ccccc2)cc1,2.2,4.7,0.1,10.0,5.9,-50.8,26.1,-33.4,2.5,2.1
CCC(=O)Nc1ccc(C(=O)CSc2nnc(-c3ccc(O)cc3)n2CC2CCCO2)cc1OC (centres undefined),6.6,0.8,-2.1,1.5,14.3,11.7,-0.4,-42.4,-0.2,0.2
CCCOc1ccc(/C=N/NC(=S)Nc2ccccc2[N+](=O)[O-])c(O)c1,-4.6,75.3*,-30.7,-0.8,37.4,100.6*,-92.5,34.9,-90.4*,6.6
COc1ccc(CCCNC(=O)C2CCC(=O)N(Cc3ccc(Cl)cc3)C2)cc1 (centres undefined),.,0.4,0.7,-6.8,16.7,14.5,4.1,-18.9,2.5,1.1
O=[N+]([O-])c1cc(-c2nnc(N3CCOCC3)c3ccccc23)ccc1N1CCOCC1,10.5,-0.9,8.2,-4.6,14.1,25.2,-0.9,8.7,-1.4,-0.3
COc1ccc(C2=NNC(=Nc3cc(S(=O)(=O)N(C)C)ccc3C)SC2)c(OC)c1,1.2,-0.1,9.2,-0.6,41.8,2.7,-47.3,-45.9,-44.3,-0.3
Cc1ccc(NC(=S)c2ccncc2)cc1,-0.4,-4.2,7.1,0.1,1.6,-3.1,26.8,-18.7,3.7,3.1
CCOc1ccccc1C(=O)NC(C(=O)Nc1ccccc1N1CCOCC1)C(C)C (centres undefined),0.3,-3.1,-0.4,-5.4,22.5,-12.0,1.7,-14.6,4.8,-0.4
Cc1ccc(CCNC(=O)c2nnn(-c3cccc(C)c3)c2N)cc1,3.8,-0.5,-0.4,-2.8,6.7,-7.4,-19.9,-18.7,-8.5,0.1
CCN(CC(=O)NC(C)C)C(=O)CCNC(=O)c1ccc(Cl)cc1,0.5,-0.5,-0.6,-8.2,21.3,9.5,7.0,-23.0,-3.0,-0.1
COc1ccc(C)cc1Nc1n[n+](-c2ccccc2)c(-c2ccc(N(C)C)cc2)s1,-5.3,-6.2,-0.7,0.9,4.9,-40.8,16.3,-20.7,16.9,3.6
Cc1ccc(C(=O)Nc2sc3c(c2C(=O)O)CCCC3)o1,4.2,6.0,-14.5,7.2,34.3,-5.5,2.8,42.5,5.5,1.4
O=C(COC(=O)c1cc2ccccc2oc1=O)Nc1cccc(S(=O)(=O)N2CCCCCC2)c1,-4.0,-1.4,-2.4,0.1,10.9,-24.9,4.5,-16.9,3.6,-1.7
Cc1cc(C)n(Cc2ccc(C(=O)O)o2)n1,-4.6,-0.1,4.2,2.1,5.1,-14.3,-6.3,-4.1,5.3,-0.2
O=C(Nc1ccc(Cl)cn1)c1ccc(Oc2ccccc2)cc1,-3.8,-1.6,13.8,2.2,.,-142.5,47.3,-128.5,19.3,1.5
CN(C)C(=O)c1ccc(-c2cc(C(F)(F)F)n(C)n2)s1,-1.7,6.7,0.5,-0.8,-3.0,-9.5,9.7,-12.7,-1.5,-0.1
CCOC(=O)c1cnc(SC)nc1Oc1cccc(NS(=O)(=O)c2ccc(F)cc2)c1,0.8,0.4,12.0,-8.3,14.7,-7.5,2.1,-24.4,-0.7,0.5
Cc1cccc(C)c1NC(=O)CN(C)CC(=O)Nc1ccc(F)c(Cl)c1,3.6,-1.3,.,-2.6,2.8,.,.,-5.0,.,.
Cc1ccc(S(=O)(=O)N2CCC(C(=O)OCC(=O)N3CCc4ccccc43)CC2)cc1,11.5,0.4,-1.2,2.9,17.3,5.6,-1.0,8.1,-3.4,-0.1
Cc1cccc(C)c1NC(=O)c1cn(-c2ccccc2)nc1-c1ccccc1,2.8,-3.8,-4.6,0.9,12.9,-6.4,-21.1,-28.0,-11.4,0.0
O=C(CSc1nnc(COc2ccccc2)o1)N1CCCC1,-9.8,1.0,0.4,-0.8,22.3,31.9,3.5,0.8,1.7,0.0
Cn1cc(C(=O)C(=O)N2CCCC2)c2ccccc21,7.5,0.4,10.8,5.2,-12.3,-5.9,0.9,-60.7,-2.3,-3.2
CS(=O)(=O)N1CCN(c2ccc(NC(=O)c3cccnc3Cl)cc2)CC1,-3.0,-1.1,2.8,3.0,36.1,12.3,-15.8,-11.9,-8.7,-0.5
CCOc1cc(C(=O)NCCOC)ccc1OC,1.8,-5.5,0.9,-2.5,16.4,16.3,-0.8,-21.3,-2.9,0.1
CC1(C)C(C(=O)O)N2C(=O)C(NC(=O)Cc3ccccc3)C2S1=O (centres undefined),-7.8,0.7,-6.4,-7.5,.,1.8,-3.9,0.5,6.4,-1.5
Cc1ccc(CSc2nnc(-c3cccc(S(=O)(=O)N4CCOCC4)c3)n2CC(C)C)cc1,3.1,1.3,-3.9,5.3,3.5,15.6,-1.7,-39.7,7.5,0.0
O=C(Nc1ccc(NC(=O)C2CC2)nc1)c1cnccn1,-4.3,-1.3,2.8,5.6,-40.8,-47.9,12.2,-19.0,-0.7,0.0
COc1ccc2oc(=N)c(C(=O)Nc3ccc(Br)cc3)cc2c1,4.0,0.5,-1.7,-1.1,19.8,-48.2,18.8,-23.9,3.1,0.5
